Screening data from PubChem BioAssay.
BRCA1 expr up – increases BRCA1 expression | MCF7-BRCA1-FFLuc reporter, luminescence, 48 h; response scale: scaled: vehicle 0%, 10 µM genistein 100% | Potency, µM (top dose mostly 46.1 µM), without a hit: top-dose activation, hits mostly activators | hit rate 1.1% among 380,000; active = well fitted activation curve with a large enough effect; inconclusive = small, poorly fitted or top-dose-only effect; inactive = no such curve, though single readings can be large or run the other way; note: nearly all actives have a fitted effect of over 80% in size; some results filed as inactive show a strong effect at the top dose
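Luminescence from a BRCA1-driven firefly luciferase in MCF7 cells was the read-out, taken 15 min after substrate addition following 48 h compound exposure at 37 °C. Data were normalized to a 10 microM genistein control and DMSO vehicle.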
* hit, by the source's call; ? = inconclusive; [ ] = dose if it differs, or a comment. Potency is the fitted concentration of half-maximal effect. A portion of the library (hit frequency here may not be typical).

SMILES	BRCA1 expr up
CN(CCc1ccccc1)C(=O)c1ccc(NC(=O)Cc2ccc(NC(=O)C3CCN(C(=O)C4CCCCC4)CC3)cc2)cc1	-8.5%
O=C(O)CN1C(=O)C=CC1=O	1.1%
COc1ccc(CC(=O)Nc2cc(S(=O)(=O)N3CCOCC3)ccc2N2CCCC2)cc1	0.4%
CC1CC(=O)c2ccccc2C1C (stereo unspecified)	-22.0%
Cc1cc(C)c2c(=O)n3c(nc2c1)C(CC(C)C)NC(=O)c1cccnc1-3 (stereo unspecified)	-18.2%
Cc1ccc(S(=O)(=O)Nc2ccc(Nc3nccn4c(-c5cccc(OC(F)(F)F)c5)cnc34)cc2)cc1	-50.3%
CC(=O)OCC(=O)C1(O)CCC2C3CCC4=CC(=O)CCC4(C)C3(F)C(O)CC21C (stereo unspecified)	-20.5%
COc1ccc2nc3n(c(=O)c2c1)-c1ccc(Cl)cc1C(=O)NC3Cc1ccc(O)cc1 (stereo unspecified)	1.7%
COc1ccc(C2=NN(C(=O)c3ccco3)C(c3cccs3)C2)cc1OC (stereo unspecified)	-5.2%
CCNC(=O)C1(C)CCN(C(=O)c2ccccc2OC(F)(F)F)C1 (stereo unspecified)	0.0%
COC(=O)c1ccc(Cn2c(C)c(C(=O)NCc3cccc([N+](=O)[O-])c3)sc2=O)o1	16.3%
Cn1c(-c2ccccc2)cc(=O)cc1-c1ccccc1	5.3%
CC(C)c1ccc(NC(=O)Nc2nc(CN)cs2)cc1	?
c1cc(CNCCN2CCNCC2)ccn1	2.9%
COc1ccc(CN2C[C@@H](CO)O[C@@H](n3cnc4c(NCCN(C)C)ncnc43)C2)cc1	24.3%
CCCCn1nnnc1C(c1ccc(OC)cc1)N1CCN(C/C=C/c2ccccc2)CC1 (stereo unspecified)	-17.0%
c1ccc(NN(Cc2ccccn2)c2ccccc2)cc1	3.4%
C=CCOc1cccn2c(N(C=O)Cc3ccc(OC)cc3)c(CC)nc12	-11.7%
COC(C[C@H]1O[C@H]1C(=O)[C@@H](C)OCc1ccccc1)OC	0.0%
COC(=O)N(C)C[C@@H]1OCc2cn(nn2)CCCC(=O)N([C@@H](C)CO)C[C@H]1C	-3.0%
CNc1ncnc2c1cnn2C1CCCCO1 (stereo unspecified)	-6.5%
CCCCC(=O)N(C)c1c(CC)nc2c(OCC(N)=O)cccn12	12.3%
NC(=O)c1cccc(-c2ccnc3c2CC(C(=O)NCc2ccc(F)c(F)c2)O3)c1 (stereo unspecified)	-36.1%
O=C(Nc1ccccc1)c1cc(C2COCCN2C(=O)C2CC2)on1 (stereo unspecified)	12.0%
Cc1ccc(C(=O)N2CCN(C/C=C/c3ccccc3)CC2)cc1S(=O)(=O)N1CCOCC1	4.5%
CCCCNC(=O)c1nc(C2CCN(S(=O)(=O)c3ccc(F)c(F)c3)CC2)oc1-c1ccccc1	2.8%
O=C(OCc1cn([C@H]2CN(CC3CCCCC3)[C@@H](c3ccc(Cl)cc3)C[C@@H]2O)nn1)c1ccccc1	-60.0%
COc1ccc2ccccc2c1/C=N/NC(=O)c1cccc(C)c1	-6.2%
CN(Cc1ccccc1)C(=O)c1cccc(NC(=O)Cc2ccc(NC(=O)C3CCCN(C(=O)C4CCCCC4)C3)cc2)c1 (stereo unspecified)	-0.7%
COC(=O)[C@]12CCCCC=C1N(Cc1ccccc1)C(=O)[C@H](CC(=O)N1CCC(c3ccccc3)CC1)C2	-19.0%
Cc1ccc(OCc2cc(C(=O)N3CCCC(C)C3)no2)cn1 (stereo unspecified)	14.0%
O=C1[C@H]2[C@@H](c3ccccc3)N[C@]3(CCCN(CC4CCCCC4)C3=O)[C@H]2C(=O)N1Cc1ccccc1	4.2%
COc1cccc(Nc2nc(C(N)Cc3ccccc3)cs2)n1 (stereo unspecified)	-39.7%
Cc1cn([C@H]2C[C@H](O)[C@@H](/C=C/C(=O)NCc3ccc(N(C)C)cc3)O2)c(=O)[nH]c1=O	4.3%
CC(OC(=O)Nc1ccccc1)C(=O)OC1CCCCC1 (stereo unspecified)	21.3%
CCSC1C(=O)N(C)C(SCC)C(=O)N1C (stereo unspecified)	4.8%
Cc1cccc(NC(=O)CSc2nc(=O)n(CCCN3CCOCC3)c3c2CCCC3)c1C	-8.6%
C=CCn1c(=O)/c(=C/c2ccc(Cl)cc2)s/c1=C(\C#N)c1nnc2n1CCCCC2	-25.5%
C1CCC(NC2=NCCO2)CC1	7.9%
CC(C)(C)CNC(=O)C1(C)CCN1C(=O)c1ccccc1CCc1ccccc1 (stereo unspecified)	-23.3%
CCCC1(c2ccsc2)NC(=O)NC1=O (stereo unspecified)	12.2%
CSc1ncnc2[nH]ccc12	4.6%
CCN(CC)CCCNc1cc(C)c(C#N)c2nc3ccccc3n12	-0.9%
COCCNC(=O)C1CCCN(Cc2cccc(Cl)c2)CC1 (stereo unspecified)	16.5%
COc1cc2c(NC3CCN(C)CC3)nc(N3CCCN(C)CC3)nc2cc1OCC1CCCNC1 (stereo unspecified)	-5.4%
CN(C)c1ccc(C=c2c3ccccc3n3c2c2ccccc2[n+]3C)cc1	-78.1%
O=S1(=O)C=C[C@@H](COCc2ccccc2)N1Cc1ccc(Br)cc1	3.9%
Cc1ccc2ccccc2c1C(O)c1ncc(-c2cccc(F)c2)[nH]1 (stereo unspecified)	-2.1%
O=C(OCc1ccccc1C(F)(F)F)c1ccc(Br)c(S(=O)(=O)N2CCOCC2)c1	-19.7%
Cn1c(=O)c2cc(NC(=S)NCc3ccccc3F)ccc2n1Cc1ccc(F)cc1	-40.3%
C#CCOCC1CNC(=S)O1 (stereo unspecified)	10.6%
CC(=O)Nc1ccc(CN2C(=O)C(C)(C)ON=C2c2ccc(NC(C)=O)cc2)cc1	9.7%
C=CCC[C@H](CCCCC)OC(=O)/C=C/[C@@H](O)[C@H](O)C[C@H](O)CC=C	-13.2%
Cc1cc(C(=O)N2CCC2(C)C(=O)NCCC#N)nn1C (stereo unspecified)	9.1%
CC(C)(C)n1nnnc1C(c1ccccc1)N1CCN(C/C=C/c2ccccc2)CC1 (stereo unspecified)	-4.2%
Oc1ccc(C[C@H]2CNC(=S)N2CC2CCCN2C[C@H](Cc2ccc(O)cc2)N2C[C@H](Cc3ccc(O)cc3)N(CC3CCCCCC3)C2=S)cc1 (stereo partly specified)	-78.4%
COc1cccc(-c2ccc(C3=CC(=O)CC(C)(C)C3=O)cc2)c1OC	-1.8%
CCOc1ccccc1C1NC(=O)c2ccccc2N1 (stereo unspecified)	-72.2%
COC(=O)[C@H]1C[C@H](OC(=O)NC2CCCC2)[C@@]2(O)CN(S(=O)(=O)c3ccc(C)cc3)CC2[C@H]1C(=O)OC (stereo partly specified)	4.7%
CCOc1ccc(NS(=O)(=O)c2ccc(C(=O)N(C)CC(=O)Nc3ccccc3Br)cc2)cc1	-10.3%

Further entries:
SMILES	BRCA1 expr up
CCCCN(C=O)c1c(CC)nc2ccc(C(=O)N3CCN(C)CC3)cn12	-7.6%
Cc1ccccc1C(=O)NCCCNC(=O)c1ccccc1C	8.9%
CN1C(=O)c2c(C(=O)Nc3ccc(Oc4ccncc4)cc3)[nH]c(-c3ccccc3)c2C1=O	-46.7%
CC(Oc1ccc(Br)cc1)C(=O)Nc1ccc(S(=O)(=O)NC2=NCCCCC2)cc1 (stereo unspecified)	-24.5%
COc1ccc(Nc2nc(C)cc(-c3cc(-c4ccccc4)on3)n2)cc1	0.0%
Nc1ccc2c(Cl)cc(Cl)cc2c1	-26.5%
CN1OC[C@@H]2CN(C(=O)CCc3ccccc3)[C@H](c3cccc(Oc4ccccc4)c3)C[C@@H]21	4.7%
CCN(CC)S(=O)(=O)c1ccc(C(=O)NC(=S)N2CCN(c3ccccc3O)CC2)cc1	-9.8%
CN(C)C(CNC(=O)c1cc(Br)c(Br)s1)c1ccco1 (stereo unspecified)	-25.2%
CCc1nc2c(OCc3cc(Cl)cc(Cl)c3)cccn2c1N(C)C(=O)c1ccc(OC)cc1	-11.4%
N#Cc1c(N)n[nH]c1Cc1cccc2ccccc12	11.3%
Cc1nc2ccc(C(=O)OC(C)C(=O)c3c(C)[nH]c4ccccc34)cc2nc1C (stereo unspecified)	14.5%
O=c1c2ccccc2nc(-c2ccccc2)n1O	-1.6%
CCOC(=O)C1(C(N)=O)OC1(c1ccc(Cl)cc1)c1ccccc1Cl (stereo unspecified)	-8.8%
CC(C)CC(N)c1csc(NC(=O)NCCc2ccccc2)n1 (stereo unspecified)	-2.8%
CCCCNC(=O)C1(C)CCN1C(=O)c1c(F)ccc(C)c1F (stereo unspecified)	13.4%
COC(=O)c1ccc2nc(-c3cccc(Cl)c3)c(Cc3ccsc3)n2c1	39.8%
CN(C)c1ccc(C=C2C(=O)c3ccccc3C2=O)cc1	7.7%
O=c1[nH]c(=S)[nH]c(O)c1/C=C1\C=Nc2ccccc21	-51.4%
O=C(Nc1nc2ccc(F)cc2s1)c1ccc([N+](=O)[O-])o1	-93.1%
COc1ccc(-c2nn(-c3ccccc3)cc2C(=O)N2CCN(S(=O)(=O)c3ccccc3[N+](=O)[O-])CC2)cc1	-13.5%
CSCCC(NC(=O)COc1ccccc1)C(=O)NCC(C)(C)N1CCOCC1 (stereo unspecified)	-1.1%
CCCCCCC(=O)N1CCN(c2cc3c(cc2F)c(=O)c(C(=O)O)cn3CC)CC1	-7.6%
O=C(Cc1ccccc1)NC(CSSCC(NC(=O)Cc1ccccc1)C(=O)O)C(=O)O (stereo unspecified)	62.4%
C[C@@H]1CN([C@H](C)CO)C(=O)c2cc(NC(=O)Nc3ccc(C(F)(F)F)cc3)ccc2O[C@H]1CN(C)C(=O)Nc1ccc(F)cc1	-79.0%[inhibitor]
O=C(Nc1ccc(Cl)c(C(F)(F)F)c1)NC1CC2CCCC(C1)N2C1CC1 (stereo unspecified)	-65.1%
COc1cccc(C(C)(O)c2nc(-c3cc4ccccc4o3)cs2)c1 (stereo unspecified)	-20.8%
CCOC(=O)C1CCCN(C(=O)C2CCN(Cc3nc(-c4ccc(Cl)cc4)oc3C)CC2)C1 (stereo unspecified)	-29.2%
COc1ccc(-c2coc3c(C(=O)NCCc4ccccc4)cccc23)c(C)c1	-27.2%
O=C(NCc1ccc2c(c1)OCO2)C(=O)NCC1OCCCN1S(=O)(=O)c1ccccc1 (stereo unspecified)	0.0%
CCc1nc2ccc(C(=O)N(CC)CCN(C)C)cn2c1N(C)C(=O)C1CCCCC1	0.0%
COCOCCn1cc(CN2CCS(=O)(=O)N(Cc3ccc(-c4ccc(F)nc4)cc3)C(C)C2=O)nn1 (stereo unspecified)	10.1%
COC(=O)NN1C(=O)C(c2ccccc2)=C(c2ccc(Cl)cc2)C1=O	-9.7%
CC(=O)NC(c1cccc(F)c1)c1nc(-c2cccs2)cs1 (stereo unspecified)	27.9%
COC(=O)[C@@H]1[C@H](CCc2ccccc2)NC(=O)N(Cc2ccccc2)[C@@H]1C	-8.3%
COc1cc(C(=O)N2C[C@H]3CON(C)[C@H]3C[C@H]2c2ccc(N3CCCCC3)cc2)cc(OC)c1OC	16.3%
CC1=C(C(=O)N(C(C)C)C(C)C)CC(CC(=O)NCCCN(C)C)C(=O)N1CCC1=CCCCC1 (stereo unspecified)	-3.2%
COCCNC(=O)c1cc(-c2ccccc2)nn1CC1CC(c2cccc([N+](=O)[O-])c2)=NO1 (stereo unspecified)	15.6%
CCc1nc2ccc(C(=O)Nc3ccc(OC)c(OC)c3)cn2c1N(C)Cc1cccs1	0.0%
CCCNC(=O)C1(C)CCN1C(=O)C1(c2ccccc2)CC1 (stereo unspecified)	25.2%

Exported field by field: entries from further up.
COCCNC(=O)c1cc(-c2ccccc2)nn1CC1CC(c2cccc([N+](=O)[O-])c2)=NO1 (stereo unspecified)
  BRCA1 expr up = 15.6%

CCc1nc2ccc(C(=O)N(CC)CCN(C)C)cn2c1N(C)C(=O)C1CCCCC1
  BRCA1 expr up = 0.0%

COC(=O)NN1C(=O)C(c2ccccc2)=C(c2ccc(Cl)cc2)C1=O
  BRCA1 expr up = -9.7%

C[C@@H]1CN([C@H](C)CO)C(=O)c2cc(NC(=O)Nc3ccc(C(F)(F)F)cc3)ccc2O[C@H]1CN(C)C(=O)Nc1ccc(F)cc1
  BRCA1 expr up = -79.0%[inhibitor]

The list continues:
SMILES	BRCA1 expr up
O=C(NCCN1CCC(n2c(=O)[nH]c3ccccc32)CC1)N1c2ccccc2Sc2ccccc21	-20.7%
O=C(NC(=S)Nc1cccnc1)c1cccc(Cl)c1	-5.1%
Cc1cnc(CNC(=O)c2ccc3nc([C@@H]4O[C@H](CO)[C@H](O)[C@H](O)[C@H]4O)[nH]c3c2)cn1	-7.8%
CC(C)(C)c1ccc(-n2ncc3c2CCCC3NC(=O)CCC2=NNC(=O)CC2)cc1 (stereo unspecified)	-6.8%
CCCCCCCCN1C(=O)[C@H](CC(=O)N2CCN(C(=O)c3ccco3)CC2)C[C@@]2(C(=O)OCC)CCCC=C12	-31.1%
Cc1cc(C(=O)CCC(=O)Nc2cccc(F)c2)c(C)s1	7.3%
CNc1cc(-c2ccc(OC)nc2)ncn1	?
CCN(CC)c1ccc(/C=C/c2c(C)cnc3ccccc23)cc1	-46.3%
O=C(Nc1ccccc1)Nc1ccc(Cl)nc1Cl	2.9%
O=c1cc(-c2nn[nH]n2)[nH]c(=O)[nH]1	-11.7%
COc1ccc(-c2ccc3[nH]c4c(c3c2)CCN2C(=O)[C@@H]([C@H](C)O)[C@@H](N(C)C(=O)Nc3cc(Cl)cc(Cl)c3)C[C@@H]42)cc1	-59.7%
